Screens from PubChem.
STK33 inh: inhibitors of purified STK33 kinase, primary screen, biochemical, ADP-Glo luminescence, homogeneous, cell-free. inhibition, % at 10 µM. hit rate 0.073% among 320,000. MBP phosphorylation;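 active means inhibition at or above 25%, using the most active replicate where run in duplicate; inactive means inhibition below 25%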
Target sequence (Q9BYT3 whole entry, looked up): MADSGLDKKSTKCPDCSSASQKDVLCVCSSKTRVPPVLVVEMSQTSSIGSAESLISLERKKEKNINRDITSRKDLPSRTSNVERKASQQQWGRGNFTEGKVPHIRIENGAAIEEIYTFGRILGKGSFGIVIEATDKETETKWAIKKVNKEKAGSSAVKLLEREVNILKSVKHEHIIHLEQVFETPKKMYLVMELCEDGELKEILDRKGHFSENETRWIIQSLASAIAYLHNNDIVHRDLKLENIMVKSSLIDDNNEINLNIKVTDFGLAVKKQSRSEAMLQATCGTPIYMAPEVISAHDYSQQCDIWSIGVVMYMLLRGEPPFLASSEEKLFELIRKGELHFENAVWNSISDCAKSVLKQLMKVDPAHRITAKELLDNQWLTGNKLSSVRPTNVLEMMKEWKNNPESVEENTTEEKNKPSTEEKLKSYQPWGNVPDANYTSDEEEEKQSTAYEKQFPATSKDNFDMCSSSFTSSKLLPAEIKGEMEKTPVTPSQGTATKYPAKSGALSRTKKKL
OX1R antag: antagonists of human orexin 1 receptor (OX1R); OX1R-expressing cells, FRET antagonist read-out; inhibition, % at 6.6 µM; hit rate 1.8% among 330,000; in the data active means inhibition mostly above about 38%, no sharp cut-off; inactive means mostly below about 40%;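 further: 0% = agonist challenge alone and 100% = reference antagonist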
Target sequence (O43613 whole entry, looked up): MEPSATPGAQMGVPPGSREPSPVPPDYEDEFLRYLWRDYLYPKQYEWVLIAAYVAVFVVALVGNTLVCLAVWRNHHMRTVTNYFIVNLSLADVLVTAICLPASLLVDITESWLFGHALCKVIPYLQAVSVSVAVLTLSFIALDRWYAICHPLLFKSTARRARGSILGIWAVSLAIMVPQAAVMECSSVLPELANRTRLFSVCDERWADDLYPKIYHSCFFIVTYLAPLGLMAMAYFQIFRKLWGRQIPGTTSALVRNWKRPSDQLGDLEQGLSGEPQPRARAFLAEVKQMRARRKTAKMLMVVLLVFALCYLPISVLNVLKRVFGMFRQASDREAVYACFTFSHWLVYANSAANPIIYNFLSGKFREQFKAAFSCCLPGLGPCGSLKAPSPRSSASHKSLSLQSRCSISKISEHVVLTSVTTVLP
KCNQ2 inh: KCNQ2 potassium channel inhibitors, primary screen, cell-based, CHO-K1, FluxOR thallium flux, B-score (AID 2156); B-score at 10 µM; Potassium voltage-gated channel subfamily KQT member 2 (Rattus norvegicus), O88943; 20 min; stronger effect = lower value; hit rate 1.1% among 310,000;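 active means fluorescence ratio B-score at most minus 3 library SDs, with starting brightness B-score within 2 library SDs, cut at about -5.5 in these data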
* marks the source's active call; other numbers are inactive results; i = inactive; / = not tested or not shown; & = joins results of further samples. Rows were taken by chance (roughly 2.7% active in at least one column).

STK33 inh	OX1R antag	KCNQ2 inh	structure
-0.5	-2	i	CCCCN1C2CCCC1CC(NC(=O)c1cccc(OC)c1)C2 (stereo not drawn)
-1.4	20	i	CCCn1c(=O)n(C)c(=O)c2c(SC(C)C(=O)NCC3CCCO3)nc(CC(C)C)nc21 (stereo not drawn)
-1.5	11	i	COc1cc(NC(=O)COc2ccc(F)cc2)nc(OC)n1
-1.4	13	i	Cc1ccc(NS(=O)(=O)c2ccc3c(c2)N(C)CCO3)cc1
-0.1	1	i	Cn1c(CSc2nc3ccccc3s2)nnc1SCC(=O)NCc1cccnc1
-1.3	10	i	COc1ccc(Cn2nnnc2CN2CCCCCC2)cc1
-0.3	-1	i	O=C(O)CC1SC(=Nc2ccc(O)cc2)NC1=O (stereo not drawn)
-0.1	10	i	O=C(COC(=O)c1ccccc1C(=O)c1ccccc1)Nc1cccc([N+](=O)[O-])c1
0.0	25	i	Cc1ccc(Cl)cc1NC(=O)CSC(N)=O
-1.1	3	i	C=CCN1C(=O)c2ccccc2Sc2ccc(C(=O)NC(C)C)cc21
0.2	7	i	O=C(Nc1ccc(OC(=O)c2ccncc2)cc1)c1ccncc1
-0.7	15	i	CCc1nnc(NC(=O)CSc2nnnn2C)s1
1.6	47	i	CCOC(=O)c1cc2c(=O)n3ccccc3nc2n(CCCOC)c1=NC(=O)c1cccnc1
-0.6	5	i	O=c1[nH]c(C2CCN(S(=O)(=O)c3ccccc3)CC2)nc2c1nnn2Cc1c(F)cccc1Cl
-0.5	5	i	COc1ccc(-c2cn3cccnc3n2)cc1NC(=O)C(C)Oc1ccccc1 (stereo not drawn)

Filtered by structure: the compounds so far containing two or more sulfur atoms
STK33 inh	OX1R antag	KCNQ2 inh	structure
-0.1	1	i	Cn1c(CSc2nc3ccccc3s2)nnc1SCC(=O)NCc1cccnc1
-0.7	15	i	CCc1nnc(NC(=O)CSc2nnnn2C)s1

Next part:
STK33 inh	OX1R antag	KCNQ2 inh	structure
-0.1	7	i	CN(CC(=O)Nc1cccc(F)c1)C(=O)CCCn1c(=O)oc2ccccc21
-2.4	34	i	O=C(CSc1nnc(CNC(=O)c2cccs2)o1)NC1CCCCC1
1.6	5	/	COc1ccc(NC(=O)CSc2n[nH]c(-c3ccccc3)n2)cc1S(N)(=O)=O
/	14	i	COc1ccc(-n2c(SCC(=O)Nc3ccc([N+](=O)[O-])cc3OC)nc3ccccc32)cc1
-1.1	10	i	CC(C)(C)c1ccc(OCC(=O)N(Cc2cccs2)C2CCS(=O)(=O)C2)cc1 (stereo not drawn)
-1.7	10	i	Cc1cccc(NC(=S)N2CCCN(c3ncccc3[N+](=O)[O-])CC2)c1
0.1	8	i	CC(C)NS(=O)(=O)c1ccc(NC(=O)CCc2ccccc2)cc1
0.2	24	i	CCOCCc1nnc(NC(=O)Cc2ccccc2)s1
0.2	20	i	O=C(Nc1ccccc1N1CCOCC1)c1ccc2ccccc2n1
-4.2	8	i	CCOc1ccc(CCNC(=O)COC(=O)c2cccc(S(=O)(=O)N3CCCCC3)c2)cc1OCC
2.2	-2	i	O=C(c1ccco1)N1CCN(S(=O)(=O)c2cccs2)CC1
-1.9	35	i	CNC(=O)NC(=O)COc1ccc2oc3c(c2c1)CCCC3
0.2	16	i	COc1ccc(/C=N/NC(=O)c2ccc(Cl)c(S(N)(=O)=O)c2)cc1OCC(N)=O
-0.4	10	i	Cc1ccc(OCC(=O)Nc2ccc(-c3nnc(-c4ccco4)o3)cc2)cc1
-0.7	11	i	COc1ccccc1CNC(=O)c1cc2ccccc2oc1=O

Other records
STK33 inh	OX1R antag	KCNQ2 inh	structure
-0.9	16	i	Fc1ccc(-c2nnc3ccc(N4CCc5ccccc5C4)nn23)cc1
-2.6	9	i	NNC(=O)c1nnn(-c2nonc2N)c1CN1CCc2ccccc2C1
-0.1	20	/	CCN(CC)c1ccc(NC(=O)c2ccc(NC(=O)C3CCCO3)cc2)c(C)c1 (stereo not drawn)
0.0	7	i	CCCCNC(=O)C1CCCN1C(=O)Nc1ccccc1 (stereo not drawn)
1.4	13	i	Cc1c(C(=O)N/N=C/c2ccc(-c3ccccc3[N+](=O)[O-])o2)sc(N)c1C#N
0.1	14	i	C=CCNC(=O)CC(=O)N/N=C/c1ccc(C(=O)OC)cc1
0.8	14	/	Cc1cccc(-c2sc(Nc3ccccc3)n[n+]2-c2ccccc2)c1
0.1	12	i	O=C(Nc1ccccc1N1CCCC1)c1ccc(F)c(S(=O)(=O)N2CCOCC2)c1
-2.0	20	i	Cc1cc(C)cc(NC(=S)N(Cc2cccc(Br)c2)CC2CCC(C(=O)O)CC2)c1 (stereo not drawn)
0.7	4	/	COCCNc1nnc(SCC(=O)NNC(=O)c2ccco2)s1
-0.4	19	i	O=C(NCc1ccco1)C(c1ccc(F)cc1)N(Cc1cccnc1)C(=O)Cn1nnc2ccccc21 (stereo not drawn)
0.7	8	i	CCOC(=O)c1c(NC(=O)Nc2ccc(F)cc2)sc2c1CCN(C)C2
0.0	16	i	CC(C)(C)OC(=O)N[C@@H](Cc1ccccc1)C(=O)N[C@@H](CO)[C@H](O)[C@@H]1C[C@@H]1C(=O)NC1CC1
1.0	28	i	CCOC(=O)c1c(C)[nH]c2ccc(O)cc12
-1.1	9	i	CCOC(=O)N1CCN(C(=O)C2CCN(S(=O)(=O)c3ccc(OCC)cc3)CC2)CC1

Ordered by value in STK33 inh (descending): five from the list above
canonical_smiles	STK33 inh
CCOCCc1nnc(NC(=O)Cc2ccccc2)s1	0.2
CCCCNC(=O)C1CCCN1C(=O)Nc1ccccc1 (stereo not drawn)	0.0
CCCCN1C2CCCC1CC(NC(=O)c1cccc(OC)c1)C2 (stereo not drawn)	-0.5
COc1ccc(Cn2nnnc2CN2CCCCCC2)cc1	-1.3
Cc1cccc(NC(=S)N2CCCN(c3ncccc3[N+](=O)[O-])CC2)c1	-1.7

3 compounds from above, arranged by molar mass, largest number first.
STK33 inh	OX1R antag	KCNQ2 inh	structure
-0.1	10	i	O=C(COC(=O)c1ccccc1C(=O)c1ccccc1)Nc1cccc([N+](=O)[O-])c1
-2.4	34	i	O=C(CSc1nnc(CNC(=O)c2cccs2)o1)NC1CCCCC1
-1.5	11	i	COc1cc(NC(=O)COc2ccc(F)cc2)nc(OC)n1

(more compounds)
STK33 inh	OX1R antag	KCNQ2 inh	structure
-0.2	4	i	COc1ccc(-n2c(=O)c3ccccc3n(Cc3ccc(F)cc3)c2=O)cc1OC
-1.3	6	i	Cc1ccc(C)c(OCCC(=O)OCC(=O)Nc2ccc(C)c(S(=O)(=O)N3CCCCC3)c2)c1
-2.0	-3	i	CC(C)(C)c1ccc(C(=O)NNC(=S)NCC2CCCO2)cc1 (stereo not drawn)
-2.0	18	i	COc1ccc(/C(O)=C2/C(=O)C(=O)N(c3ncccn3)C2c2ccc(C(C)(C)C)cc2)cc1 (stereo not drawn)
-1.4	4	i	O=C(O)C1C2C=CC(C2)C1C(=O)NCc1ccoc1 (stereo not drawn)
-1.6	33	i	COc1ccc(NC(=O)c2nc[nH]c2C(=O)N[C@H](C)c2ccccc2)cc1
1.4	23	i	COc1ccc(NC(=O)c2oc3ccccc3c2NC(=O)C2CC2)cc1OC
-0.4	8	/	CCC(C)c1ccccc1N1CC(C(=O)NCCC2=CCCCC2)CC1=O (stereo not drawn)
-2.6	47*	i	Clc1ccc(-c2nnc(CSc3nnc(-c4cccs4)n3Cc3ccccc3)o2)cc1
0.1	4	i	COC(=O)COc1cccc2c(=O)n(CC(=O)N3CCCc4ccccc43)ccc12
-1.6	19	i	CCOc1ccc(N(CC(=O)NC2CCCCC2)C(=O)CNC(=O)c2cccs2)cc1
-0.1	14	i	Cc1ccc(C2(c3noc(CN(C)Cc4cccnc4)n3)CCCC2)cc1
0.5	7	i	Cc1ccc(NC(=O)CCN2CC(C)OC(C)C2)cc1 (stereo not drawn)
-0.4	9	/	COc1ccc(CNC(=O)COC(=O)c2ccc(C)c(S(=O)(=O)N3CCOCC3)c2)cc1
-2.3	9	i	COc1ccccc1C(=O)NC(=S)N1CCCc2ccccc21

(continued)
STK33 inh	OX1R antag	KCNQ2 inh	structure
0.5	3	/	CCCCN(C(=O)COC(=O)c1ccc(C=O)cc1)c1c(N)n(CCC)c(=O)[nH]c1=O
-1.8	24	i	O=C(COc1ccccc1-c1ccccc1)N/N=C/c1ccccn1
0.3	18	i	COC(CNC(=O)CNC(=S)N(CCCN1CCOCC1)Cc1cccs1)OC
-1.2	7	i	O=S(=O)(N/N=C/c1ccc(N2CCOCC2)cc1)c1ccccc1
-1.5	7	i	CCOC(=O)/C(C#N)=C/c1cn(CCOc2ccccc2)c2ccccc12
0.3	20	i	COc1cc(NC(=O)c2ccc(Br)o2)ccc1NC(=O)C(C)C
0.8	23	i	Cc1ccccc1NC(=O)NC1(C(=O)NCCCN2CCOCC2)CCCCC1
0.8	4	i	CCN(CCn1cccn1)C(=O)CC1C(=O)NCCN1Cc1cccc(OC)c1OC (stereo not drawn)
-2.7	5	i	COc1c2occc2c(OC)c2c(=O)cc(C(F)(F)F)oc12
-0.6	46*	i	CC(C)C(=O)N1CCN(c2ccc(NC(=O)c3ccc([N+](=O)[O-])o3)cc2)CC1
-2.0	6	i	COc1ccc(CCN2C(=O)c3cccc4cccc(c34)C2=O)cc1OC
-1.2	14	i	CN(C(=O)COC(=O)CN1C(=O)C2CC=CCC2C1=O)c1ccccc1 (stereo not drawn)
0.7	/	i	CC(C)(C)C(=O)NN=C1CCC(c2ccccc2)CC1 (stereo not drawn)
1.1	8	i	O=c1c(-c2ccc(O)cc2)coc2cc(O)ccc12
0.3	/	i	O=C(O)c1ccccc1C(=O)N1CCN(c2ncccn2)CC1

Later entries:
STK33 inh	OX1R antag	KCNQ2 inh	structure
-1.8	7	i	Cc1ccccc1-c1nc(SCc2cccnc2)c2c(=O)n(C)c(=O)n(C)c2n1
-0.1	7	i	Cc1ccc(-n2c(SCC(=O)Nc3cc(C)on3)nc3ccccc3c2=O)cc1
1.0	7	i	COc1ccc(Cn2nnc3c(=O)[nH]c(C(=O)NCCc4ccc(F)cc4)nc32)cc1OC
-1.2	13	i	C=CCNC(=O)C1CC=CCC1C(=O)O (stereo not drawn)
1.3	11	i	Clc1ccc(-c2cn3c(n2)SCC3)cc1
0.1	/	i	COc1cc2c(cc1OC)CN(C(=O)COc1ccccc1C#N)CC2
-0.9	17	i	CON(C)S(=O)(=O)c1cccc(C(=O)Oc2ccc(N(C)S(=O)(=O)c3ccccc3)cc2)c1
-0.7	6	i	S=C(NCCc1ccccc1)N1CCOCC1
-0.8	-5	i	COc1ccc(C2Nc3ccccc3NC3=C2C(=O)CC(C)(C)C3)c(OC)c1OC (stereo not drawn)
-0.9	2	i	Cn1c(/C(C#N)=C(\O)c2ccc(Cl)s2)nc2ccccc21
-1.3	18	i	Cn1c(=O)c(-c2ccccc2)nc2ccccc21
0.4	22	i	COC(=O)/C=C\C(=O)Nc1cccc([N+](=O)[O-])c1
-1.4	9	i	O=C(C1CC(=O)N(C2CCCC2)C1)N1CCC(Cc2ccccc2)CC1 (stereo not drawn)
-0.1	11	/	COc1ccc(-c2csc(NC(=O)CSCC(=O)Nc3cc(C)on3)n2)cc1
-0.7	6	i	O=c1cc(CO)occ1OCc1ccccc1

Additional records follow:
STK33 inh	OX1R antag	KCNQ2 inh	structure
0.5	8	/	CCOC(=O)[C@H]1[C@H]2COc3ccc(Cl)cc3[C@@H]2N2C(=O)c3cc(F)c(F)cc3NC(=O)[C@@]12C
-1.6	2	i	CC(C)Oc1ccc(CCC(=O)NNC(=S)NCc2ccccc2)cc1
0.7	18	i	O=C1CC(c2ccc(F)cc2)SC(N(c2ccccc2)c2ccccc2)=N1 (stereo not drawn)
-0.8&-1.3	18&12	i	Oc1c(C=C2N=c3ccccc3=N2)sc(=S)n1-c1ccc(F)cc1
-1.3	22	i	CCOC(=O)CCC(NC(=O)c1ccc(NCN2C(=O)c3ccccc3C2=O)cc1)C(=O)OCC (stereo not drawn)
-0.9	33	i	Cc1cccc(C)c1NC(=O)CSc1nnc(-c2ccccc2)n1Cc1ccc2c(c1)OCO2
-0.5	6	i	O=C(Sc1ccc(Cl)cc1)c1ccccn1
-0.2	13	i	Cc1oc(C(=O)O)cc1COc1ccccc1Cl
-1.0	9	i	COc1ccc(NC(=O)CC2C(=O)N(c3ccc(OC)cc3)C(=O)N2CCc2cccs2)cc1 (stereo not drawn)
0.2	20	i	N#Cc1c(Sc2ncc(C(F)(F)F)cc2Cl)nsc1C/C=N\OCc1c(F)cccc1Cl

Entries listed above that bear a hit mark in OX1R antag:
STK33 inh	OX1R antag	KCNQ2 inh	structure
-2.6	47*	i	Clc1ccc(-c2nnc(CSc3nnc(-c4cccs4)n3Cc3ccccc3)o2)cc1
-0.6	46*	i	CC(C)C(=O)N1CCN(c2ccc(NC(=O)c3ccc([N+](=O)[O-])o3)cc2)CC1
